Screens deposited in PubChem BioAssay by several laboratories.
Dyrk1A ADPGlo: blocks rat Dyrk1A kinase activity; AID 504441; Q63470; ADP-Glo luminescence, NFATc1 peptide; inhibition, % at 12.5 µM; actives 0.43% (n = 310,000); in the data active = inhibition above about 50%;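 note: plate controls were vehicle with enzyme for no effect and no enzyme for full effect; many of its hits are not listed in these tables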
PolyA inh: inhibitors of polyadenylation in S. cerevisiae; S. cerevisiae SKY197-pL101 polyadenylation reporter, beta-gal luminescence; efflux-impaired pdr1/pdr3 knockout yeast; score 100 = 6 SD above DMSO; AID 1875; actives 0.02% (n = 300,000); calls only at 12 µM;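 active = lowest replicate activity score at least 50, where 100 means six control SD above control mean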;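 note: yeast exposed to compound for 9 h at 30 °C; higher score means more reporter readthrough which indicates perturbed polyadenylation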
GSK3A inh: human GSK-3 alpha kinase inhibition. P49840. inhibition, % at 10 µM. actives 0.1% (n = 320,000). ADP-Glo luminescence, 60 min;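 in the data active = inhibition above about 50%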;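 note: GST-tagged GSK-3 alpha with peptide substrate and 25 µM ATP; 0% = DMSO neutral wells and 100% = GW8510 positive control wells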
RGS4 pot: potentiators or activators of RGS4. HEK293 M3R/inducible RGS4, carbachol calcium flux Fluo4; active compounds read low. B-score at 10 µM. actives 0.92% (n = 310,000);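 active = B-score of the integrated calcium signal more than 4 SD below the library mean, with starting fluorescence not abnormally high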;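 note: negative B-score means reduced calcium response which marks RGS4 activation or potentiation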
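test system = HEK293 cells with stable M3R and inducible RGS4 | schedule = recording 10 s baseline at 1 Hz, 100 s post-agonist | technique = Fluo4-AM (2 µM) calcium-flux fluorescence, kinetic read | measure = Agonist-evoked peak-minus-minimum fluorescence over baseline, integrated ratio, B score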
hERG rescue: compounds protecting human hERG from proarrhythmic drug block; CHO-hERG, FluxOR thallium flux, dofetilide IC70 present; activation (rescue from dofetilide block), less the hit threshold, % at 10 µM; actives 0.51% (n = 310,000);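 active = activation above the mean of controls blocked by dofetilide plus 5 SD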;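 note: thallium influx through hERG after potassium depolarization seen as dye fluorescence rise; in these data hits start at about 4.7%; inactives centre near -7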
KCNQ1 pot: human KCNQ1 channel potentiation or activation | P51787 | CHO-K1 KCNQ1, thallium flux FluxOR fluorescence; active compounds read high | B-score at 10 µM | actives 0.35% (n = 310,000);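 active = fluorescence ratio B-score, a plate-corrected score, at least three library SD, with initial intensity B-score within 5 SD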
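System: Stable KCNQ1 CHO-K1 line | Incubation: 90 min dye loading and 20 min compound exposure, both at room temperature | Measure: Ratio B score | Medium: Assay buffer for compound exposure, DMSO matched across wells | Compound dosing: Single-concentration screen | Probe or stimulus: K+/Tl+ depolarizing stimulus | Measured by: Kinetic FluxOR fluorescence, 10 s baseline plus 110 s post-stimulus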
GSK3beta inhib: blocks human GSK3beta kinase activity; AID 2097; GST-GSK3beta kinase, ADP-Glo luminescence, 60 min; active compounds read low; actives 0.038% (n = 300,000); P49841; activity score (negative = inhibition), % at 10 µM;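 active = more than half of replicate wells score below -50%, meaning over 50% inhibition versus plate controls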;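 note: 0% = median DMSO wells and -100% = median GW8510 positive control wells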
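Test system – GST-tagged human GSK3beta kinase, cell-free · Incubation – 60 min enzyme reaction, room temperature · Signal – ADP-Glo luminescence · Also added – peptide substrate and ATP at 25 µM · Controls – DMSO neutral wells and GW8510 at 20 µM as positive · Buffer or medium – Tris/MgCl2 kinase buffer · Measure – Luminescence-derived activity versus plate DMSO and GW8510 wells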
KCNK9 block: inhibitors of human KCNK9 two-pore domain potassium channel; HEK293 KCNK9, FluxOR thallium flux fluorescence; active compounds read low; actives 1.2% (n = 310,000); Q9NPC2; B-score at 10 µM;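 active = ratio B-score over 3 SD below the library mean, with starting fluorescence within 5 SD of its mean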;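 note: negative B-score means less thallium flux so channel inhibition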
Target sequence (Q9NPC2 whole entry, looked up, the tested form may be a part): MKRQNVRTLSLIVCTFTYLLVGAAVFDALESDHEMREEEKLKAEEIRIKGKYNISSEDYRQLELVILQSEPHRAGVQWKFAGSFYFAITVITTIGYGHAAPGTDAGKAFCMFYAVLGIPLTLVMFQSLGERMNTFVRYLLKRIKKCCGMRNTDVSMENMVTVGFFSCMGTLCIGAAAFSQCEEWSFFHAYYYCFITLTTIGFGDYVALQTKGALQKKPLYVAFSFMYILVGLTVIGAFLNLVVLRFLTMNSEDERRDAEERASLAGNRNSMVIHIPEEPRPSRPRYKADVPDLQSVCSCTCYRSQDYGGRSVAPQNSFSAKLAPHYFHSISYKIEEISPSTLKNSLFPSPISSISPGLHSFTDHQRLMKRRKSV
KCNQ1 block: human KCNQ1 channel inhibition; AID 2642; B-score at 10 µM; CHO-K1 KCNQ1, FluxOR thallium flux fluorescence; active compounds read high; actives 1.3% (n = 310,000); P51787;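 active = compounds whose thallium flux B-score, printed positive for inhibition, exceeds three library SD while starting fluorescence stays within three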;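 note: channel opened by potassium depolarization with thallium stimulus after 20 min compound exposure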
RGS4 block: human RGS4 inhibition; P49798; HEK293 M3R/RGS4 inducible, Fluo-4 calcium flux; active compounds read high; triggered by carbachol at its EC20; B-score at 10 µM; actives 0.45% (n = 310,000); AID 463165;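 active = B-score, a plate-corrected calcium signal, over three deviations above library mean, with baseline fluorescence within five deviations of library mean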;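 note: RGS4 expression induced by doxycycline in cells with stable M3 receptor; B-score is computed from the integrated fluorescence ratio over baseline after carbachol; higher B-score means a larger calcium signal and so more RGS4 inhibition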
Target sequence (P49798 whole entry, looked up): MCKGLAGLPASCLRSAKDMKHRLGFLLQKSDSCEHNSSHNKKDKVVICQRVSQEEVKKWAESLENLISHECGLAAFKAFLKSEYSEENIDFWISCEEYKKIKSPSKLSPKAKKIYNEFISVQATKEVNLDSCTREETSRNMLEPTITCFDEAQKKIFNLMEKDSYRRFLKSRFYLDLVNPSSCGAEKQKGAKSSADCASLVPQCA
KCNK3 inh: human KCNK3 channel inhibition, primary screen; O14649; actives 0.84% (n = 340,000); B-score at 10 µM; CHO-KCNK3 thallium flux, FluxOR fluorescence; active compounds read low;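 active = B-score under library mean minus 4 SD, starting fluorescence ratio at most library mean plus 5 SD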;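 note: more negative B-score means stronger inhibition of thallium flux through KCNK3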
Target sequence (O14649 whole entry, looked up): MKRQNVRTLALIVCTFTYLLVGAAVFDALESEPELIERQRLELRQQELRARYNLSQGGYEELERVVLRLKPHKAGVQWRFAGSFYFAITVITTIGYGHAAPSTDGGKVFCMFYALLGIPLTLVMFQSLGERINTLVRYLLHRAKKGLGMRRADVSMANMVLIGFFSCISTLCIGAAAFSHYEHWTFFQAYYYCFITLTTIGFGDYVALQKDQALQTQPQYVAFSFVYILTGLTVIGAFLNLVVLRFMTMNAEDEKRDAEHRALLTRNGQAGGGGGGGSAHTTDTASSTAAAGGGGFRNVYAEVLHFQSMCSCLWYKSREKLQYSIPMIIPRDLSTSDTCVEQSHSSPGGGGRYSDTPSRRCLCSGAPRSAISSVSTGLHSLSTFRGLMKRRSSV
Active calls of the source: *; i = inactive; nt = not tested or not shown.

no.	canonical_smiles	KCNQ1 pot	Dyrk1A ADPGlo	KCNQ1 block	RGS4 block	KCNK9 block	PolyA inh	KCNK3 inh	GSK3beta inhib	hERG rescue	RGS4 pot	GSK3A inh
1	O=C(c1ccccc1)N1N=C(c2ccccc2O)CC1c1ccccc1 (stereo not drawn)	i	0.0	i	i	i	i	i	2.2	-5.1	i	-2.3
2	Cc1oc(-c2ccc(Cl)cc2)nc1CN1CCCC(C(=O)NCCCN2CCOCC2)C1 (stereo not drawn)	i	-2.5	i	i	i	i	i	0.5	-3.7	i	14.9
3	CC(=O)c1cccc(NC(=O)NNC(=O)c2ccc(-c3ccccc3)cc2)c1	i	nt	i	i	i	i	i	1.1	-3.7	i	-4.5
4	COc1ccc(-c2nnc(SCC(=O)NCc3cccs3)n2C(C)C)cc1	i	7.8	i	i	i	i	i	-6.0	-8.8	i	-1.1
5	CCOc1cc(/C=N\NC(=O)C2C(=O)NCC2c2ccccc2)ccc1OC (stereo not drawn)	i	5.5	i	i	i	i	i	2.5	-6.1	i	-4.4
6	Cc1nc(Nc2nc3ccccc3o2)nc2c1CCC2	i	1.9	i	i	i	i	i	0.9	-11.7	i	-2.2
7	CCCN1C(=O)c2ccc(C(=O)Nc3nccs3)cc2C1=O	i	-6.2	i	i	i	i	i	-0.2	-9.0	i	-0.6
8	COC(=O)C(C(C)=O)C1=C/C(=N\S(=O)(=O)c2ccc(C)cc2)c2ccccc2C1=O (stereo not drawn)	i	0.5	i	i	i	i	i	-1.1	-15.8	i	8.3
9	O=C(CSc1nnnn1-c1ccc(C(=O)O)cc1)NC1CCCCC1	i	5.4	i	i	i	i	i	0.5	-5.4	i	-0.5
10	O=S(=O)(Nc1ccc(S(=O)(=O)Nc2ncccn2)cc1)c1ccc(Cl)cc1	i	1.4	i	i	i	i	i	nt	-10.9	i	-5.1
11	CCOC(=O)N1C(=O)C2(CCCCC2)N(c2ccccc2Cl)C1=S	i	5.8	i	i	i	i	i	-5.0	-11.0	i	-6.0
12	Cc1ccc(CNC(=O)C2CCN(S(=O)(=O)c3ccc(Br)s3)CC2)cc1	i	4.6	i	i	i	i	i	nt	-7.8	i	-0.4
13	CCCCSc1nc2ccccc2[nH]1	i	-3.1	i	i	i	i	i	2.5	-6.6	i	-7.3
14	COc1ccccc1CNC(=O)COC(=O)Cn1cnc2ccccc21	i	1.0	i	i	i	i	i	-0.2	-5.6	i	7.1
15	CCn1c(SCC(=O)NCc2ccco2)nnc1-c1c[nH]c2ccccc12	i	1.0	i	i	i	i	i	1.3	-10.2	i	-1.2
16	COC(=O)c1ccccc1N=C(SC)N(C)C	i	-8.0	i	i	i	i	i	0.9	-8.4	i	0.5
17	COc1ccc(C(=O)CSc2n[nH]c(-c3ccco3)n2)cc1	i	-5.5	i	i	i	i	i	-3.8	-8.9	i	nt
18	COC(=O)/C=C/c1ccc2c(c1)S(=O)(=O)N(c1cccc(OC)c1)[C@H]2CC(=O)OC	i	3.3	i	i	i	i	i	0.5	-2.0	i	-2.5
19	CCN(CC)C(=S)SCC(=O)Nc1ncc2c(n1)CC(C)(C)CC2=O	i	nt	i	i	i	i	i	-0.5	-0.6	i	-3.7
20	Cc1ccc2c(c1)/C(=N/OC(=O)c1ccc(F)cc1)CCS2	i	5.2	i	i	i	i	i	0.4	-1.9	i	-2.3
21	CSC1=N/C(=C\c2ccc(C)s2)C(=O)S1	i	0.3	i	i	i	i	i	4.3	-2.6	i	-1.8
22	O=C(NCCN1CCCCC1)c1cc2ccccc2[nH]1	i	-6.2	i	i	i	i	i	-3.4	-5.8	i	1.2
23	CC1CCCCC1NC(=O)CN(C)S(=O)(=O)c1ccc2c(c1)CCC(=O)N2 (stereo not drawn)	i	0.7	i	i	i	i	i	5.9	-5.6	i	-1.9
24	S=C(Nc1ccccc1)NC1CCN(Cc2ccccc2)CC1	i	-2.9	i	i	i	i	i	2.3	-16.8	i	-1.0
25	CC(=O)Nc1ccc(OCC(O)Cn2nc(C)c(Br)c2C)cc1 (stereo not drawn)	i	-9.1	i	i	i	i	i	0.5	-9.0	i	2.2
26	COC(=O)c1ccccc1NC(=O)CN1CCN(c2ccccn2)CC1	i	4.5	i	i	i	i	i	-0.1	-2.6	i	-0.1
27	O=C(Nc1cc([N+](=O)[O-])ccc1Cl)c1ccc2c(c1)OCO2	i	-1.0	i	i	i	i	i	1.8	-3.0	i	nt
28	CC(=O)Nc1ccc(NC(=O)c2nc(S(=O)(=O)Cc3ccccc3)ncc2Cl)cc1	i	2.5	i	i	i	i	i	-0.2	-23.4	i	0.7
29	Cc1ccc2nc(NCCCNC(=O)c3cnccn3)c(C#N)cc2c1	i	-6.6	i	i	i	i	i	0.3	-9.5	i	7.7
30	O=C(CSc1nc2[nH]ncc2c(=O)n1-c1ccccc1)N1CCCCCC1	i	nt	i	i	i	i	nt	-5.8	-9.2	i	0.9
31	O=C(Nc1nc(-c2ccc(F)cc2)cs1)C1CCN(C(=O)c2ccc(F)cc2)CC1	i	-3.3	i	i	i	i	i	-1.8	-9.4	i	0.5
32	O=C(Nc1ccnc(-c2cccnc2)n1)c1cccs1	i	41.0	i	i	i	i	i	1.8	-4.5	i	0.3
33	CCOC(=O)N1CCN(C(=O)c2ccc(C)c(S(=O)(=O)N3CCCCC3)c2)CC1	i	-1.3	i	i	i	i	i	-1.3	-1.2	i	7.0
34	Cc1ccc(S(=O)(=O)N2CCC(C(=O)Nc3nnc(C4CCCC4)s3)CC2)cc1	i	nt	i	i	i	i	i	-4.5	-2.3	i	3.5
35	CC(=O)c1ccc(NC(=O)c2cc(C)no2)cc1	i	2.2	i	i	i	i	i	-2.1	-2.0	i	0.1
36	N=C1/C(=C\c2ccc(OC(=O)c3ccc(F)cc3)cc2)C(=O)N=C2SC(N3CCCC3)=NN12	i	0.8	i	i	i	i	i	1.6	-3.8	i	-1.0
37	Cc1c(NC(=O)C2CC(c3cccc(Br)c3)=NO2)c(=O)n(-c2ccccc2)n1C (stereo not drawn)	i	-4.6	i	i	i	i	i	3.3	-17.6	i	-1.0
38	CCN(CC)C(=O)C1CC(=O)OC1(C)C (stereo not drawn)	i	22.5	i	i	i	i	i	4.1	-4.0	i	0.6
39	CN(C)/C=N/c1[nH]ncc1C#N	i	3.9	i	i	i	i	i	2.2	-7.3	i	10.1
40	COc1cc(/C=N\NC(=O)CNC(=O)C(c2ccccc2)c2ccccc2)ccc1O	i	-3.1	i	i	i	i	i	0.9	-12.0	i	0.7
41	COc1cc(OC)nc(NC(=O)NS(=O)(=O)c2ccc(F)cc2)n1	i	4.1	i	i	i	i	i	8.5	-10.1	i	-1.2
42	COc1ccc(OCc2cccc(C(=O)NN)c2)cc1	i	-2.5	i	i	i	i	i	-0.1	-7.0	i	-0.1
43	CCOc1ccccc1C(=O)N(Cc1ccc(C)o1)C1CCS(=O)(=O)C1 (stereo not drawn)	i	-4.2	i	i	i	i	i	-0.7	-5.8	i	nt
44	C=CCNc1sc(C(=O)c2ccccc2)c(N)c1C#N	i	4.3	i	i	i	i	i	1.4	-4.6	i	-0.9
45	Cc1ccc(Nc2nc(C)c3c(n2)CC(C)CC3=O)c(C)c1 (stereo not drawn)	i	-1.8	i	i	i	i	i	3.9	-11.3	i	-2.9
46	O=C(NC1CCCC1)C(c1cccs1)N(Cc1ccco1)C(=O)c1csnn1 (stereo not drawn)	i	0.3	i	i	i	i	i	-12.0	-11.1	i	0.0
47	COC/C=C/C1=CC2=CC(=O)C(C)(OC(=O)c3cnc4ccccc4n3)C(=O)C2=CN1C1CC1 (stereo not drawn)	i	4.6	i	i	i	i	i	5.1	-9.5	i	-0.1
48	CC1CC(C)CN(c2cc(=O)n(Cc3ccc(F)cc3)c(=O)[nH]2)C1 (stereo not drawn)	i	0.4	i	i	i	i	i	-0.1	-14.0	i	-1.0
49	O=C(O)CCc1ccc(-c2ccc(Cl)cc2)n1NC(=O)c1ccc(O)cc1	i	4.8	i	i	i	i	i	2.8	-4.2	i	-3.3
50	CCCOP(=O)(c1ccc(N(C)C)cc1)C(O)c1c(Cl)cccc1Cl (stereo not drawn)	i	-5.5	i	i	i	i	i	0.1	-4.4	i	-0.8
51	COc1cc(CO)ccc1OCC(=O)Nc1ccc(Br)cc1	i	1.7	i	i	i	i	i	-3.1	-2.0	i	-0.6
52	O=C(N/N=C/c1ccc(OC(=O)c2ccccc2)cc1)c1cccc(O)c1	i	-1.5	i	i	i	i	i	0.5	-11.9	i	3.3
53	Cc1ccc2sc(N(CCCN(C)C)C(=O)c3ccc(S(=O)(=O)N(C)Cc4ccccc4)cc3)nc2c1C	i	0.8	i	i	i	i	i	-1.2	-21.5	i	0.2
54	COc1ccc(N2CCN(CC(=O)Nc3ccccc3SC)CC2)cc1	i	-3.7	i	i	i	i	i	2.1	-2.6	i	-0.8
55	CCCOc1ccc(C2NC(=O)CCC2[N+](=O)[O-])cc1 (stereo not drawn)	i	-3.2	i	i	i	i	i	3.2	-9.2	i	-1.2
56	CC(=O)Nc1nc2c(c3c1c(=O)oc1ccccc13)CC(C)CC2 (stereo not drawn)	i	nt	i	i	i	i	nt	0.7	-3.7	i	nt
57	CCOC(=O)c1c(NC(=S)Nc2ccccc2)sc2c1CCCCC2	i	-1.1	i	i	i	i	i	0.9	-4.4	i	1.0
58	Cc1ccc2[nH]c(O)c(N=NC(=O)c3ccc(NS(=O)(=O)c4cccs4)cc3)c2c1	i	16.0	i	i	i	i	i	3.5	-20.8	i	-2.5
59	O=C(C1CCC1)N1CCc2cc(S(=O)(=O)Nc3ccc4c(c3)OCCO4)ccc21	i	0.9	i	i	i	i	i	-0.8	-7.6	i	0.0
60	Cc1cc(C)n(CCC(=O)N/N=C/c2c(O)ccc3ccccc23)n1	i	7.8	i	i	i	i	i	3.0	-10.9	i	1.4

The list is partial (hit frequency here may not be typical).
